Large T inhibition: SV40 large T antigen inhibitors, biochemical (AID 1903). SV40 large T antigen ATPase/helicase inhibition assay; higher % means a stronger effect. inhibition, % at 20 µM; hits with a dose series show IC50 in µM. 0.39% of 310,000 active; in the data active = a potency from the dose series; note: strong numbers were not always called active
Rac1 GTP hydrolysis: MgcRacGAP GTPase-activating activity inhibitors, confirmation, biochemical, ADP Hunter fluorescence | MgcRacGAP-stimulated Rac1 GTP hydrolysis, ADP Hunter fluorescence; higher % means a stronger effect; GST-tagged Rac1 F28L mutant substrate | 0.6% of 340,000 active | one-dose inhibition, % at 30 µM; IC50 in µM for titrated hits;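 active = first-screen hits whose inhibition reached a set limit at any dose in the follow-up dose series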;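 note: fluorescence reports GDP produced by GAP-driven GTP hydrolysis; strong numbers were not always called active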
UTI89 phage lysis: protection from phage-mediated lysis, alamar blue read-out – E. coli UTI89, K1F phage, bacterial capsule biogenesis inhibitors (AID 488966); inhibition, % at 100 µM, or IC50 in µM where a hit was titrated; E. coli UTI89 K1F phage lysis, alamar blue, 2 h; higher % means a stronger effect; 0.02% of 340,000 active;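 active = phage lysis inhibition, versus mean bacterial control, above a set limit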;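 note: capsule biogenesis inhibitors block K1F phage lysis so surviving cells raise fluorescence; higher fluorescence means more inhibition of phage lysis; actives were called in the ten point dose series up to 300 µM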
PhoP inhibition: inhibitors of PhoP regulon expression, primary screen, Salmonella Typhimurium, GFP reporter (AID 1863); S. Typhimurium PhoP-regulated promoter GFP reporter, 4 h; higher % means a stronger effect; inhibition, % at 50 µM, or IC50 in µM where a hit was titrated; 0.16% of 300,000 active;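 active = inhibition over 29.93%, a cutoff 3 SD above the screen mean, later confirmed by dose response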;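 note: 0% = low Mg2+ inducing control and 100% = high Mg2+ repressing control; strong numbers were not always called active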
NTR1 agonist: NTR1-driven beta-arrestin-GFP spot formation – imaging, U2OS cells, high content, primary screen (AID 493036). agonist mode. 0.17% of 330,000 active. activation, % at 20 µM. P30989;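 active = activation at or above 40% of the spot to cytoplasm intensity ratio, with at least 20 cells analyzed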;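 note: 0% = DMSO without peptide and 100% = 100 nM NTR1 peptide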
Target sequence (P30989 whole entry, looked up): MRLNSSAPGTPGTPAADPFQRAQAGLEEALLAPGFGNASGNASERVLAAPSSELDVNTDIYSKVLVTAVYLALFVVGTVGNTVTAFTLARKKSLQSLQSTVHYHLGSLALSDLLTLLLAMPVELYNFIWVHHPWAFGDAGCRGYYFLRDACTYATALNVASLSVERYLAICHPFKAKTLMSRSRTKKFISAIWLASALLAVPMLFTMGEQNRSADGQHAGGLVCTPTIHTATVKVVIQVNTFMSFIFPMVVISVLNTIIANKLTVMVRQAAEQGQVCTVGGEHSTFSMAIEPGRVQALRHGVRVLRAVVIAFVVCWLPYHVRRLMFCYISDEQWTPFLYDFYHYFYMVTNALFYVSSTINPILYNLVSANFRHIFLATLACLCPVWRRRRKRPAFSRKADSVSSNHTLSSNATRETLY
Myeloid diff 2: compounds promoting myeloid differentiation | calls only at 10 µM | AID 624256 | ER-HoxA9 myeloid progenitors, lysozyme-GFP differentiation, flow cytometry | 1% of 360,000 active;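 active = normalized GFP-positive differentiation at or above the plate's own cutoff, the solvent-only control mean plus 3 SD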;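 note: cells exposed to compound for four days before flow analysis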
TNAP activation fold: stimulation of alkaline phosphatase TNAP activity – biochemical, luminescent, no phosphate acceptor, uHTS, primary screen (AID 1001); purified TNAP, luminescent activation assay, no phosphate acceptor; higher activation fold means a stronger effect; activation fold at 20 µM, or EC50 in µM where a hit was titrated; 0.03% of 200,000 active; in the data active = activation fold from about 3, or a potency from the dose series; inactive = the rest, 99 in 100 with activation fold below about 1.6; note: many of its hits are not listed in these tables
T cell modulator: T cell immune modulators affecting CD8 T cell-vesicle binding | 2C CD8+ T cell-vesicle binding, flow cytometry; active compounds read low | 0.068% of 330,000 active | calls only at 7 µM | AID 2052;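 active = response, share of CD8 T cells binding vesicles, and their 90th percentile fluorescence all below set limits, cut at about 80% in these data, passing the limit was not always enough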
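Assay system – 2C mouse CD8+ T cells · Also added – QL9-loaded Drosophila micro-vesicles · Timing – Cell–vesicle co-incubation 1.5 h at 37 °C, staining 20 min on ice · Signal – flow cytometry of vesicle-bound cells · Measure – percent CD8+ FL2 mean versus row control · Controls – Peptide-free naked vesicles (low) and QL9 vesicles with 0.7% DMSO vehicle (high)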
RSV antiviral HEp-2: RSV antiviral activity via CPE protection, HEp-2 cells, primary 10 µM value included (AID 2391). CPE inhibition, % at 10 µM; hits with a dose series show IC50 in µM. 0.13% of 310,000 active. HEp-2 cells, RSV-induced CPE inhibition; higher % means a stronger effect; in the data active = a potency from the dose series; note: strong numbers were not always called active
T cell modulator vesicle-bound %: further read-out of T cell modulator, marked with its call; double positive events, %; measured here: CD8+ vesicle-bound cell fraction;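 binding gate set so that unloaded-vesicle control wells show 10% double positive cells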
NTR1 agonist cell count 20 µM: also measured in NTR1 agonist; calls as there; cell count; measured here: cell count, cytotoxicity flag
Myeloid diff 2 GFP+ MAC1+ %: also measured in Myeloid diff 2; calls as there; GFP+ MAC1+ double positive, %; measured here: differentiation confirmed by MAC1 staining
Numbers without * were called inactive; i = inactive; / = no result given; + = active, no number; [ ] = remark or other dose.

SMILES	Large T inhibition	Rac1 GTP hydrolysis	UTI89 phage lysis	PhoP inhibition	NTR1 agonist	NTR1 agonist cell count 20 µM	Myeloid diff 2	Myeloid diff 2 GFP+ MAC1+ %	TNAP activation fold	T cell modulator	T cell modulator vesicle-bound %	RSV antiviral HEp-2
Cc1nccn1-c1ccc(C(F)(F)F)cc1NC=O	0%	3%	3.8%	3%	-1.5	47	i	1.1	1.1	i	39	1.0%
O=C(NC1CCN(Cc2ccccc2)CC1)C1COc2ccccc2O1 (centres undefined)	2%	2%	1.5%	-2%	-0.9	64	i	0.6	1.1	i	18	-0.9%
CC1CCN(C(=O)Cn2nnc(-c3ccc(N)cc3)n2)CC1	11%	8%	0.2%	3%	-0.7	54	i	1.0	/	i	68	2.2%
Cc1ccc(OCCn2cnc3c(N)ncnc32)cc1	7%	10%	0.3%	13%	-1.1	87	i	1.2	1.1	i	5	20%
CCOC(=O)c1c(C)[nH]c(C(=O)OCC(=O)NCc2ccc(OC)c(OC)c2)c1C	/	1%	1.1%[50 µM]	/	1.3	63	i	1.3	/	i	50	5.6%
Cc1nnc(SCc2nnc(-c3ccc(Cl)cc3)o2)n1-c1ccccc1	/	0%	-0.2%	/	-0.3	44	i	0.8	1.1	i	48	3.0%
CCn1c(=O)c(C(=O)Nc2ccccc2S(N)(=O)=O)c(O)c2ccccc21	-5%	8%	0.5%	5%	1.0	53	i	0.0	1	i	37	22%
OC1CCN(c2c3c(nc4cc(-c5ccc(Cl)cc5)nn24)CCC3)CC1	2%	2%	-0.1%	-4%	9.2	35	i	0.8	1	i	60	13%
COc1cccc(NC(=O)CN(C)CC(=O)Nc2ccc(C)c([N+](=O)[O-])c2)c1	6%	8%	-0.1%	1%	0.5	82	+	1.4*	/	i	6	10.0%
O=C(/C=C/c1cccc(Br)c1)NCC1CCCCC1	16%	5%	2.5%	-8%	0.3	38	i	0.3	1	i	15	4.5%
Cc1ccc(CN(C)C(=O)COC(=O)CSc2ccc([N+](=O)[O-])cc2)cc1	8%	6%	-0.7%[50 µM]	-2%	-0.4	47	i	0.7	/	i	26	0.3%
C=CCN(c1cccc(C(F)(F)F)c1)S(=O)(=O)c1cccc(C(=O)OCC(=O)NC)c1	-1%	8%	0.1%	13%	-0.9	82	i	0.5	1.1	i	33	0.7%
CC(=O)[C@@H]1[C@@H]2C(=O)N(c3ccccc3F)C(=O)[C@@H]2[C@H]2c3ccccc3C=NN12	6%	/	/	-4%	-0.2	47	i	0.3	/	i	35	0.9%
COc1ccc(CC(=O)N2N=C(C)CC2(O)c2cccnc2)cc1 (centres undefined)	-6%	3%	0.6%	13%	-1.1	89	i	0.9	1	i	38	0.8%
CNC[C@H]1Oc2c(NC(=O)c3ccc(-c4nccs4)cc3)cccc2C(=O)N([C@@H](C)CO)C[C@@H]1C	/	5%	1.5%	/	-2.0	63	i	1.8	/	i	29	/
COc1ccc(C#Cc2c(-c3ccccc3)n(-c3ccccc3)c3ccc(CO)cc23)cc1	/	2%	-0.1%	/	14	58	i	1.3	/	i	11	/
Cc1nonc1OCCn1nnnc1N	-4%	-2%	3.7%	-5%	1.3	62	i	2.3	1.1	i	19	-0.3%
COc1ccc(CCNC(=O)CCc2cc(OC)c(OC)c(OC)c2)cc1OC	25%	6%	0.0%	1%	-2.0	70	i	0.8	/	i	35	0.4%
CCN(CC)S(=O)(=O)c1ccc(C(=O)Nc2cccc(C)c2)cc1	7%	2%	-0.4%	1%	0.0	51	i	6.8	1	i	27	5.0%
O=C(COC(=O)Cc1c[nH]c2ccccc12)Nc1cc(S(=O)(=O)N2CCOCC2)ccc1Cl	/	8%	-0.1%	/	0.8	67	i	0.8	/	i	38	/
CCc1ccccc1NC(=O)Cn1nc(C(F)(F)F)cc1C1CC1	9%	9%	3.1%	8%	0.4	74	i	0.7	1.1	i	15	1.0%
O=C(O)c1cccc(S(=O)(=O)Nc2ccccc2-c2ccccc2)c1	1%	-9%	-1.9%	-9%	-1.1	30	i	0.4	1.1	i	39	0.8%
O=S(=O)(c1ccc2oc(=S)[nH]c2c1)N1CCCCC1	14%	7%	0.2%	-6%	3.6	60	+	0.4*	/	i	46	1.1%
CCOC(=O)C1CCN(C(=O)CCC(=O)NNc2nc3ccccc3c3nc(C)nn23)CC1	8%	0%	0.0%	-4%	1.1	40	i	0.8	/	i	8	-0.1%
CC(C)C[C@H](NC(=O)c1nc[nH]c1C(=O)N1CCNCC1)C(=O)OCc1ccccc1	3%	9%	-1.0%	/	4.1	85	i	2.6	/	i	40	3.0%
C=CCN(c1ccc(C(=O)Nc2ccc3c(c2)OCO3)cc1)S(C)(=O)=O	2%	2%	-0.2%	-5%	0.0	52	/	/	1.1	i	42	-1.0%
O=C(CSc1nnnn1-c1cccc2ccccc12)Nc1ccc(N2CCOCC2)c(Cl)c1	10%	-6%	1.1%	-9%	1.2	46	i	8.1	1.1	i	6	-0.1%
CCOc1ccc(CCNC(=O)COC(=O)C2CCN(S(=O)(=O)c3ccc(C)c(C)c3)CC2)cc1OCC	13%	8%	0.9%[50 µM]	-4%	1.4	52	i	1.4	/	i	17	1.5%
Cc1ccc(C(=O)O/N=C(\c2ccccc2)c2ccncc2)cc1	25%	/	/	-3%	7.7	53	i	0.2	1.1	i	20	7.0%
O=C(NCc1ccc(F)cc1)c1noc2c1CCCCC2	3%	-2%	-0.3%	1%	/	/	i	7.1	1	/	/	/
COC(=O)c1c(NC(=O)c2ccccc2)sc(C(=O)c2ccccc2)c1C	1%	1%	1.6%	-3%	5.6	34	i	0.9	1.1	i	63	3.2%
Cc1cc(C)cc(N(CC(=O)NC2CCCC2)C(=O)CNC(=O)c2ccco2)c1	8%	5%	-0.9%	-3%	1.3	63	/	/	/	i	17	1.0%
O=C(NCCOCCNC(=O)OCc1ccccc1)OCc1ccccc1	24%	3%	-0.3%	-4%	-0.6	49	i	0.2	1.1	i	4	0.5%
O=C(O)c1ccc(NCc2cccnc2)cc1	2%	15%	-0.1%	3%	0.7	44	i	1.1	1.1	i	25	-0.3%
NC(=O)Cc1nc2scc(-c3ccc(Cl)cc3)c2c(=O)[nH]1	3%	4%	-2.3%	6%	-0.3	50	i	0.3	1.1	i	49	3.9%
COc1ccccc1-n1c(C)nnc1SCC(=O)NCc1ccccc1	6%	2%	3.6%	5%	-0.3	55	i	6.0	1.1	i	24	1.4%
O=C(Nc1nc(-c2ccc3c(c2)OCO3)cs1)C1CC1	2%	-1%	-0.2%	-4%	-1.8	53	i	1.4	1.1	i	38	6.2%
Cc1c(C(=O)Nc2cccc(Cl)c2)oc2ccc(S(=O)(=O)N3CCC4(CC3)OCCO4)cc12	4%	5%	-2.1%	0%	2.5	56	i	7.6	1	i	41	0.8%
Cc1oc2c(c(C)cc3oc(=O)c(CC(=O)N[C@H](C(=O)O)C(C)C)c(C)c32)c1C	4%	9%	-1.3%[50 µM]	8%	0.5	85	i	0.3	/	i	30	0.8%
CCc1ccc(CN(C)Cc2nc(Cc3cccc(C(F)(F)F)c3)no2)nc1	-7%	3%	-3.1%	-5%	-1.0	38	i	0.4	1.1	i	59	1.1%
Cc1sc2nc(CSCC(=O)N(C)c3ccccc3)[nH]c(=O)c2c1C	12%	11%	1.9%	7%	2.1	61	i	1.1	0.9	i	37	4.7%
CCOc1cc2[nH]c(=S)n(CCC(=O)NCc3ccc(OC)cc3)c(=O)c2cc1OCC	13%	8%	0.3%	5%	2.8	61	i	1.5	1.2	i	46	1.0%
CC(=O)OCCN(CCCn1c(-c2ccncc2)nc2ccccc21)c1nc(-c2ccc(C)cc2)cs1	5%	-1%	0.1%	0%	7.8	88	i	0.2	/	i	59	2.6%
Cc1cc(OCC(=O)NNC(=O)c2cccs2)ccc1Br	-2%	6%	0.3%	6%	0.0	75	i	4.5	/	i	29	1.2%
Cc1ccc(NC(=O)NC2CC(=O)N(c3ccc4c(c3)OCCO4)C2)c(C)c1 (centres undefined)	18%	-1%	1.0%[50 µM]	-7%	-0.7	54	i	0.5	/	i	54	2.0%
COc1ccc(NC(=O)N2CCCC2C(=O)NCCc2ccccc2)cc1 (centres undefined)	10%	-9%	-3.0%	12%	-2.0	61	i	2.2	/	i	52	-0.3%
CC(=O)c1ccc(NC(=O)c2ccc(S(=O)(=O)c3ccccc3)cc2)cc1	9%	-11%	9.6%	-1%	5.8	75	i	0.1	1.3	i	19	2.0%
CCN(CC)c1ccc(/C=N/N2CCN(Cc3ccccc3Cl)CC2)cc1	13%	-3%	0.3%	-7%	-0.4	59	/	/	/	i	61	1.3%
Cc1cccc(C)c1NC(=O)CN(C)C(=O)c1ccc(COc2ccccc2)cc1	11%	7%	0.1%	-5%	-0.3	85	i	0.8	/	i	22	3.1%
O=C(CCS(=O)(=O)c1ccccc1)N1CCN(c2ccccc2)CC1	9%	2%	0.8%[50 µM]	9%	0.1	77	i	0.4	/	i	7	0.1%
CCCCS(=O)CC(O)COc1ccc(C(C)(C)C)cc1 (centres undefined)	9%	6%	2.7%	1%	1.2	77	i	4.8	1.1	i	12	-1.6%
COc1ccc(N2C(=O)[C@@H]3[C@H](C2=O)[C@H]2c4ccccc4C=CN2[C@@H]3C(C)=O)cc1	2%	4%	2.4%	-8%	/	/	i	0.3	1.1	i	42	0.6%
COc1cccc(/C=N/NC(=O)CC(=O)NCCc2ccccc2)c1OC	5%	2%	3.2%	-8%	1.7	37	i	0.6	1.1	i	46	1.7%
COc1ccc(CC(=O)Nc2ccc(C)c(S(=O)(=O)N3CCCCCC3)c2)cc1	/	7%	0.2%[50 µM]	/	3.2	60	i	0.0	/	i	31	3.4%
COc1ccc(Br)c(-c2nnc(CS(=O)(=O)c3ccccc3)o2)c1	4%	5%	0.3%	1%	-1.1	59	i	0.5	/	i	14	2.4%

One compound at a time, from the list above. Values in the order: Large T inhibition, Rac1 GTP hydrolysis, UTI89 phage lysis, PhoP inhibition, NTR1 agonist, NTR1 agonist cell count 20 µM, Myeloid diff 2, Myeloid diff 2 GFP+ MAC1+ %, TNAP activation fold, T cell modulator, T cell modulator vesicle-bound %, RSV antiviral HEp-2
Record of Cc1cc(OCC(=O)NNC(=O)c2cccs2)ccc1Br → -2%, 6%, 0.3%, 6%, 0.0, 75, i, 4.5, /, i, 29, 1.2%
Record of COc1ccc(N2C(=O)[C@@H]3[C@H](C2=O)[C@H]2c4ccccc4C=CN2[C@@H]3C(C)=O)cc1 → 2%, 4%, 2.4%, -8%, /, /, i, 0.3, 1.1, i, 42, 0.6%
